Mtb UGM inh: blocks M. tuberculosis UGM enzyme. P9WIQ1. purified UGM, fluorescence polarization probe displacement. inhibition, % at 10 µM. hit rate 0.06% among 320,000. AID 504406; in the data active means inhibition above about 10%, passing the limit was not always enough; inconclusive means no clear call, values can overlap the other calls
Target sequence (P9WIQ1 whole entry, looked up): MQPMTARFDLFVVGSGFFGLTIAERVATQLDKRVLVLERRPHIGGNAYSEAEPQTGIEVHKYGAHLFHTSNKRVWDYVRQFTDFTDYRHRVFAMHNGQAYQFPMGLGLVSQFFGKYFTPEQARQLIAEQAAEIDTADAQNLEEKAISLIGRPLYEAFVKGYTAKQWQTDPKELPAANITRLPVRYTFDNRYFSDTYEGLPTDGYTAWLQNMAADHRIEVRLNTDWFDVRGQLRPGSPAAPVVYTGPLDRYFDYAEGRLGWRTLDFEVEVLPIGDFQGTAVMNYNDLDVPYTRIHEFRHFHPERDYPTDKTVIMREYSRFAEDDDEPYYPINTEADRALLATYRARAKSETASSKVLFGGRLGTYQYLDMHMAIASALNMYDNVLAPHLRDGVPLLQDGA
GDH-TPI inh: inhibits GDH-TPI coupling enzymes, artifact for Mtb FBA screen; GDH-TPI coupled enzyme counterscreen, NADH absorbance; inhibition, % at 4.8 µM; hit rate 1.2% among 360,000;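 further: 0% = DMSO wells and 100% = wells lacking the enzyme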
MazF activator: activators of E. coli MazEF toxin-antitoxin RNase; hit rate 0.32% among 350,000; activation, % at 20 µM; AID 504720; P0AE70; FAM/BHQ RNA-DNA oligo cleavage fluorescence, 5 h; in the data active means activation above about 50%
Target sequence (P0AE70 whole entry, looked up): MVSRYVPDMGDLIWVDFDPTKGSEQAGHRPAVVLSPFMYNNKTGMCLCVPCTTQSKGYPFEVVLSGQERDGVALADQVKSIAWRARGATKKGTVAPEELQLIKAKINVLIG
BioA inh: BioA (M. tuberculosis) enzyme inhibition. purified M. tuberculosis BioA enzyme, plate reader. AID 602481. hit rate 0.096% among 360,000. inhibition, % at 9.99 µM; in the data active means inhibition above about 40%; inconclusive means no clear call, values can overlap the other calls
BoNT-F LC inh: blocks Botulinum neurotoxin F light chain protease; Multiplex microsphere protease cleavage assay, flow cytometry; inhibition, % at 10 µM; hit rate 0.22% among 360,000; in the data active means inhibition above about 35%, passing the limit was not always enough; inconclusive means no clear call, values can overlap the other calls; further: plate controls were buffer without enzyme for full effect and enzyme alone for no effect
CCHF vOTU inh: blocks the CCHF virus ovarian tumor domain protease; CCHFV vOTU protease, Pep-AMC fluorescence; inhibition, % at 11.5 µM; hit rate 0.55% among 370,000; further: 0% = vehicle wells with enzyme and 100% = no enzyme wells
FadD28 FP inh: inhibitors of Mycobacterium tuberculosis FadD28 bisubstrate binding. FadD28 bisubstrate probe binding, fluorescence polarization. inhibition, % at 12.5 µM. hit rate 0.22% among 360,000. AID 588549; in the data active means inhibition above about 8.5%, passing the limit was not always enough; inconclusive means no clear call, values can overlap the other calls
DUSP3 inh: inhibitors of human VHR1 phosphatase (DUSP3). inhibition, % at 13.3 µM. recombinant VHR phosphatase, pNPP absorbance. P51452. hit rate 0.52% among 290,000; in the data active means inhibition above about 50%; further: some compounds called inactive have numbers as strong as hits
Target sequence (P51452 whole entry, looked up): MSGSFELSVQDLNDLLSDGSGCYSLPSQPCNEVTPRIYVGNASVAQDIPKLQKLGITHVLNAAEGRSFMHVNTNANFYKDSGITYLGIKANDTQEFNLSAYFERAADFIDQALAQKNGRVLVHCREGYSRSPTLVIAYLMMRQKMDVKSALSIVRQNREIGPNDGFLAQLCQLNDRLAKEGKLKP
Rv3671c inh: inhibits the M. tuberculosis serine protease Rv3671c; P9WHR9; hit rate 0.048% among 320,000; inhibition, % at 5.96 µM; in the data active means inhibition above about 38%;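 further: extracellular domain of Rv3671c used as enzyme; 0% = enzyme with DMSO and 100% = no enzyme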
Mtb FBA inh: inhibitors of M. tuberculosis fructose-bisphosphate aldolase; hit rate 2.3% among 360,000; purified M. tuberculosis FBA, fluorescence read-out; AID 588726; inhibition, % at 1 µM; in the data active means inhibition above about 27%;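 further: 0% = vehicle and 100% = reference inhibitor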
Target sequence (P9WQA3 whole entry, looked up): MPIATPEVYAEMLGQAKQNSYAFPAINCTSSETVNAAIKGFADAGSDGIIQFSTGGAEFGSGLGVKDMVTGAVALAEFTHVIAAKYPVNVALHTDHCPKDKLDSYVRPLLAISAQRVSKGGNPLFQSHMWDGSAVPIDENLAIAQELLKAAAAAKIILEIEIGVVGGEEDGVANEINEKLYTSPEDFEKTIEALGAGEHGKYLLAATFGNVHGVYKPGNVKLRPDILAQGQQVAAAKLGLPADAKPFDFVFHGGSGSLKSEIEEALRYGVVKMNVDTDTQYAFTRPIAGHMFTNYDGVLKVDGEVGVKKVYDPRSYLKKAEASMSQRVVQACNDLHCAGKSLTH
Numbers without * were called inactive; ? = inconclusive; nt = not tested or not shown. Unless noted, no stated cut-off is given here; in the data, active means inhibition above about 30%; inactive means the rest.

SMILES	Mtb UGM inh	GDH-TPI inh	MazF activator	BioA inh	BoNT-F LC inh	CCHF vOTU inh	FadD28 FP inh	DUSP3 inh	Rv3671c inh	Mtb FBA inh
CCc1nc2c(OCc3ccc(C(F)(F)F)cc3)cccn2c1N(C)C(=O)c1ccc(OC)cc1	nt	5.8	nt	-0.3	-2.1	20.2	-4.1	nt	nt	0.0
O=C(NCc1cc(C(F)(F)F)cc(C(F)(F)F)c1)C1CC(c2cccc(F)c2)=NO1 (stereo not drawn)	-2.1	9.7	2.9	-1.4	-1.8	3.5	1.0	26.3	-1.9	-0.9
CCc1ccc(C(=O)CSc2n[nH]c(C)n2)cc1	-1.2	4.8	-6.5	-0.2	-2.2	-6.9	-2.0	3.4	2.1	-1.2
Cc1cccc(NC(=O)COc2ccc3oc4c(c3c2)CCCC4)n1	3.0	-5.6	1.9	8.0	-0.9	-0.9	-2.8	27.1	-17.6	-5.2
COc1cccc(/C(C)=N/NC(=O)c2ccc(N(C)C)cc2)c1	1.3	15.2	-8.9	0.4	9.7	7.9	-1.6	20.8	2.5	-5.0
O=C(NNC(=O)c1cccc2ccccc12)c1cccc(Br)c1	nt	0.9	-5.5	-0.4	-5.4	1.0	-2.2	nt	nt	-0.5
O=[N+]([O-])c1ccccc1-c1nc(-c2ccc(Br)o2)no1	-2.3	0.0	1.6	nt	1.2	12.9	-4.0	-12.9	4.5	-2.3
COc1ccccc1Oc1nc2c(c(=O)n(Cc3ccccc3F)c(=O)n2C)n1C	-2.1	4.9	-4.7	-1.7	-5.3	2.4	-0.5	2.9	5.6	3.8
CCOC(=O)c1cc(C#N)c(N2CCN(c3ccccn3)CC2)nc1-c1ccccc1	-0.2	4.2	-3.8	-0.3	4.5	7.2	-0.9	5.6	-1.0	8.1
O=C(c1ccccc1)N(Cc1ccc2c(c1)OCO2)Cc1nc2ccccc2c(=O)[nH]1	2.3	3.1	5.8	-1.1	-0.4	-0.6	-1.5	-18.5	-1.0	-0.6
CCN1C(=O)[C@H]2[C@@H](c3ccc(-c4cccc(Cl)c4)cc3)N3CCCC[C@@]3(C(=O)OC)[C@H]2C1=O	-1.3	0.9	-24.1	-1.9	-2.3	2.8	-3.1	nt	-15.8	-1.6
CCC(COC(=O)NC)NC(=O)Oc1cccc(C)c1 (stereo not drawn)	-1.6	5.0	-1.9	-4.7	0.1	-5.4	0.7	10.6	1.4	1.5
CCC(C)(C)n1nnnc1C(c1ccc(OC)c(OC)c1)N1CCN(C(=O)c2ccco2)CC1 (stereo not drawn)	-3.1	2.2	4.3	2.2	-4.5	1.1	nt	18.7	5.3	2.0
CC(C)(C)c1csc(NC(=O)c2ccc3nccnc3c2)n1	5.7	11.2	4.9	nt	1.5	5.0	-4.6	13.9	-2.7	-2.4
CC(=O)NC(c1cccc(F)c1)c1nc(-c2cc3ccccc3o2)cs1 (stereo not drawn)	nt	7.1	nt	-1.5	-6.7	15.2	-5.4	nt	nt	-2.0
Cc1ccc(OCCNC(=O)c2cccc(S(=O)(=O)NCc3ccccc3)c2)cc1	nt	-7.7	2.3	-0.9	-0.4	16.8	-2.0	nt	nt	0.4
CC(CCc1ccccc1)NC(=O)c1ccc(NC(=O)c2ccc(Cl)cc2Cl)cc1 (stereo not drawn)	1.8	5.5	11.8	nt	-0.6	-13.9	-3.2	5.6	-6.7	-0.4
CCC(C)(C)n1nnnc1C(c1ccncc1)N1CCN(c2cccc(OC)c2)CC1 (stereo not drawn)	0.0	6.7	-0.4	1.6	-9.8	-2.3	0.8	5.6	3.0	3.9
CC(C)(C)N1Cc2ccccc2C1=N	0.8	-4.6	-2.4	-6.4	7.2	-1.5	3.4	2.1	-4.7	4.5
COc1ccccc1N(CC(=O)NCC1CCCO1)C(=O)CNS(=O)(=O)c1ccc(C)cc1 (stereo not drawn)	1.8	7.4	2.6	-0.2	5.0	2.8	-1.4	0.8	-12.9	-0.4

Random excerpt: 4 compounds from above, in no set order.
SMILES	Mtb UGM inh	GDH-TPI inh	MazF activator	BioA inh	BoNT-F LC inh	CCHF vOTU inh	FadD28 FP inh	DUSP3 inh	Rv3671c inh	Mtb FBA inh
COc1ccccc1Oc1nc2c(c(=O)n(Cc3ccccc3F)c(=O)n2C)n1C	-2.1	4.9	-4.7	-1.7	-5.3	2.4	-0.5	2.9	5.6	3.8
O=C(c1ccccc1)N(Cc1ccc2c(c1)OCO2)Cc1nc2ccccc2c(=O)[nH]1	2.3	3.1	5.8	-1.1	-0.4	-0.6	-1.5	-18.5	-1.0	-0.6
COc1ccccc1N(CC(=O)NCC1CCCO1)C(=O)CNS(=O)(=O)c1ccc(C)cc1 (stereo not drawn)	1.8	7.4	2.6	-0.2	5.0	2.8	-1.4	0.8	-12.9	-0.4
CCC(C)(C)n1nnnc1C(c1ccc(OC)c(OC)c1)N1CCN(C(=O)c2ccco2)CC1 (stereo not drawn)	-3.1	2.2	4.3	2.2	-4.5	1.1	nt	18.7	5.3	2.0

Going on with the list:
SMILES	Mtb UGM inh	GDH-TPI inh	MazF activator	BioA inh	BoNT-F LC inh	CCHF vOTU inh	FadD28 FP inh	DUSP3 inh	Rv3671c inh	Mtb FBA inh
CCOc1ccc(C2N(c3ccc(F)cc3)C(=O)C3CCCN32)cc1OC (stereo not drawn)	-4.0	4.0	-2.3	-1.7	1.7	-6.0	0.1	25.0	-1.4	0.0
O=C(NCCC(F)(F)F)C1Cc2c(-c3ccc(Cl)cc3)ccnc2O1 (stereo not drawn)	nt	12.8	nt	0.7	0.1	2.8	-1.4	nt	nt	1.0
COc1ccc(C(C)(C)C)cc1NC(=O)COC(=O)c1ncc(Cl)c(Cl)c1Cl	0.8	-0.7	-2.8	-2.7	10.4	-6.5	-1.4	-9.7	-14.8	-1.7
COc1ccc(C(=O)Nc2n[nH]c(-c3ccncc3)n2)cc1	-1.9	7.5	2.6	-1.7	-4.5	2.4	-0.4	-6.6	1.7	-1.5
CCCCCCC(=O)NN1CCN(C)CC1	4.5	8.3	-2.3	-0.3	15.2	-0.1	-0.1	6.9	2.8	2.5
COc1ccc(NC(=O)CNC(=O)c2ccco2)cc1S(=O)(=O)Nc1cc(C)ccc1Br	5.0	1.8	-2.7	1.6	-6.6	4.6	-4.3	nt	-18.4	2.9
Cc1ccc(C(=O)N2N=C(c3cccc(NS(C)(=O)=O)c3)CC2c2cccs2)cc1 (stereo not drawn)	0.2	2.0	2.0	2.2	-0.3	-3.2	-1.8	30.8	-16.6	0.0
Cc1ccc2nc(SCC(=O)NCc3cccs3)c(C#N)cc2c1	-0.5	16.7	2.8	-1.1	-3.8	8.2	0.2	23.1	-3.8	0.7
Cc1c(C(=O)NC2CCCCC2)oc2ccc(F)cc12	-1.3	7.5	5.8	-0.7	2.6	-11.9	-2.3	6.7	-10.8	3.2
Cc1ccc(CN2C(=O)CCC2C(=O)NCCc2ccccc2)cc1 (stereo not drawn)	-0.2	5.5	-0.4	-0.5	2.1	-4.9	0.5	30.8	2.4	1.0
O=C(CSc1nnc(C2COc3ccccc3O2)o1)Nc1ccc(F)cc1Cl (stereo not drawn)	0.4	1.6	4.7	nt	-0.7	-11.9	-2.9	30.1	5.4	0.2
COc1cc(C(=O)Nc2nnc(CC(C)(C)C)s2)c([N+](=O)[O-])cc1OC	-0.2	12.1	6.2	0.6	-0.9	2.5	0.5	-1.8	-1.6	0.6
Nc1ncnc2c1nc(N1CCCCC1)n2[C@@H]1O[C@H](CO)[C@@H](O)[C@H]1O	-0.6	-13.8	8.5	-0.2	1.8	5.3	-3.9	nt	5.4	0.1
COc1ccc(C(=O)O/N=C(\N)Cc2ccc(Cl)cc2Cl)cc1OC	-2.4	17.3	0.6	nt	0.2	9.6	-8.0	9.6	-3.4	0.5
CCN(c1ccc(OC)cc1)S(=O)(=O)c1nnc(NC(=O)c2ccc(C)cc2)s1	2.0	7.6	0.0	-1.7	-1.9	nt	-3.4	-19.8	-2.9	-0.6
CC(C)Cn1c(N)c(C(=O)COC(=O)c2c(O)c(Cl)cc(Cl)c2Cl)c(=O)n(C)c1=O	-8.7	-2.5	-0.4	0.3	9.8	41.1*	-4.6	nt	-20.2	4.6
COc1ccccc1NC(=O)CN1CCCCC1	-0.9	5.9	8.2	-0.7	6.6	0.9	-0.4	1.4	10.0	1.7
O=S(=O)(c1cccc(-c2nc3n(n2)Cc2ccccc2-3)c1)N1CCCCC1	-4.5	0.9	34.3	1.5	4.8	13.9	-2.0	-2.8	8.1	4.0
C[C@@H]1CN[C@H](CCO)/C1=C\c1ccccc1	nt	11.5	4.7	-1.4	-3.8	-4.8	-0.9	nt	nt	4.1
CC(C)(C)NC(=O)Cn1nnc(-c2ccccc2NC(=O)c2cnccn2)n1	-0.6	1.8	12.0	0.2	4.9	-12.2	-2.0	39.6	2.0	5.8
CCOC(=O)c1c(/N=C/c2cc(OC)cc([N+](=O)[O-])c2O)sc(C)c1C	0.8	3.7	5.0	nt	-3.4	0.1	-0.6	7.6	-0.8	-5.9
OC[C@@H](O)[C@H](O)C(/C=N/Nc1ccccc1)=N\Nc1ccccc1	2.3	16.1	14.8	1.7	?	1.1	-2.9	7.4	3.5	1.4
COc1ccc(C)cc1Nc1nc(-c2c[nH]c3ccccc23)cs1	-4.1	2.7	8.3	nt	-62.0	11.8	-2.7	-1.0	4.9	4.6
Cc1occc1C(=O)NC1CCCN(Cc2ccc(Cl)cc2)C1 (stereo not drawn)	2.6	8.9	5.0	-0.9	1.7	15.7	-4.1	1.1	-0.3	-0.6
CCCCSc1ccc(NC(=O)c2cccnc2)cc1	2.7	3.4	1.3	8.8	5.6	-7.3	-4.4	25.4	-1.0	-0.6
Cc1cc2c(cc(C(=O)N3CCC(C(=O)NC4CCCC4)CC3)n2Cc2c(F)cccc2Cl)o1	0.6	-1.3	10.3	-0.3	2.4	-1.4	-4.5	-1.2	-5.7	-4.6
CCCCCCCCNS(=O)(=O)CCNC1CC1	nt	1.4	2.5	1.5	-11.3	2.5	-2.0	nt	nt	0.0
O=C(COc1ncnc2ccccc12)Nc1ccc(S(=O)(=O)N2CCOCC2)cc1	-0.6	7.4	4.6	1.3	1.3	-8.9	-0.5	29.8	5.7	-6.7
Cc1ccc(OCCC(=O)OCC(=O)NC2CCCCC2)cc1	nt	5.4	-6.7	-1.0	-2.0	-1.7	-2.3	nt	nt	-1.7
CCOC(=O)C1CCN(C(=O)CN(C)S(=O)(=O)c2cc(C)ccc2OC)CC1	-1.5	10.6	-5.9	-1.3	3.0	-17.8	-1.8	-14.9	0.4	-0.9
Cn1nc(C(F)(F)F)cc1-c1ccc(S(N)(=O)=O)s1	3.8	8.7	11.1	nt	?	-4.2	0.1	5.1	-7.8	-0.4
CC(C)(C)S(=O)(=O)c1cnc(N2CCOCC2)nc1N	-0.4	-8.0	4.9	nt	4.2	-1.8	-3.1	3.5	3.2	0.6
CCCOc1ccc(N2C(=O)CC(SC(=NCC)NCC)C2=O)cc1 (stereo not drawn)	1.1	-4.4	-2.2	nt	-7.7	-4.2	0.0	-11.3	4.0	-1.8
COc1ccc(CCNC(=O)CCNS(=O)(=O)c2ccc3c(c2)CCN3C(C)=O)cc1OC	-0.8	8.2	6.6	1.2	-4.5	-1.3	-2.2	3.5	-5.8	0.9
O=C(c1cccc(N2C(=O)C3C4C=CC(C4)C3C2=O)c1)N1CCN(c2ccccc2Cl)CC1 (stereo not drawn)	0.3	12.0	-24.3	2.0	-1.3	-9.1	-2.1	12.8	0.3	3.4
COc1ccc(/C=N/NC(=O)CCCC(=O)NC2CCCCC2)cc1	1.8	2.8	-2.8	-4.5	-4.0	-5.7	-1.6	10.4	1.2	-0.7
CCOC(=O)c1c(C)[nH]c(C(=O)OCC(=O)Nc2cccnc2Cl)c1C	3.1	-1.4	-4.5	nt	-20.3	6.3	-0.2	nt	-12.7	0.3
COc1ccc(N2CSC3=C(C#N)C(c4cc(OC)c(OC)cc4OC)CC(=O)N3C2)c(OC)c1 (stereo not drawn)	-1.1	11.0	2.4	0.2	-2.8	8.9	-1.2	2.3	-2.8	0.0
COc1ccc(NC(=O)c2ccco2)cc1NC(=O)c1ccccc1F	2.2	13.4	-16.5	-7.1	6.7	2.9	-0.2	30.6	4.5	-2.0
